Bioassay records: PubChem, several laboratories
AddAB inh: less growth of phage-infected E. coli with AddAB | E. coli expressing H. pylori AddAB, absorbance growth | inhibition, % at 11.9 µM | actives 0.29% (n = 330,000) | AID 435030; in the data active = inhibition above about 12%;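 also: 0% = vehicle wells of infected cells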
PKA-R1A activ: activates the PKA-R1A holoenzyme complex; PKA-R1A dissociation, Cy5-IP20 fluorescence polarization; scaled: DMSO 0%, 113 µM cGMP 100%; actives 0.083% (n = 340,000); AID 504707; P00514+P68181; activation, % at 11.4 µM;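 active = percent activation above the mean of all tested compounds plus 3 SD, cut at about 19% in these data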;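 also: higher means more PKAc released from R1A so a rise in polarization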
Tat transport: E. coli Tat transport inhibition; E. coli MC4100 TorA-mCherry Tat export, fluorescence; inhibition, % at 10 µM; actives 0.036% (n = 340,000);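 active = mean replicate inhibition at least 50% and at least half of replicates individually reaching 50%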;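 also: exported cargo escapes ClpAP degradation while cytoplasmic cargo is degraded and loses fluorescence; 0% = median of neutral control wells and 100% = median of NaSCN control wells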
PKA-R2B activ: activates the human PKA-R2B holoenzyme complex | AID 504700 | PKA-R2B holoenzyme dissociation, Cy5-IP20 fluorescence polarization; R2B truncated from residue 108, S112A mutant; 0% DMSO only, 100% 113 µM cGMP | P22694+P31323 | activation, % at 11.4 µM | actives 0.079% (n = 340,000);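 active = activation above a cutoff set at the mean over all compounds plus 3 SD, cut at about 18% in these data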;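 also: higher means more holoenzyme dissociation and a rise in polarization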
E coli growth: bacterial growth inhibition, counter-screen for AddAB inhibitors. actives 0.27% (n = 330,000). inhibition, % at 11.9 µM. AID 449728. E. coli V3065 growth, OD600 absorbance, 18 h;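 active = inhibition above the campaign's mean inhibition across all tested compounds plus 3 SD, cut at about 9.9% in these data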;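 also: uninfected addAB+ strain grown without phage in ampicillin broth; 0% = DMSO wells and 100% = ciprofloxacin 0.95 µg/ml wells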
DAGLB inhibitor: blocks human DAGLB lipase activity; Q8NCG7; HEK293T DAGLB membrane lysate, EnzChek fluorogenic substrate; inhibition, % at 5.17 µM; actives 0.059% (n = 340,000); in the data active = inhibition above about 34%;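 also: 0% = enzyme with vehicle and 100% = wells lacking enzyme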
HTR5A ag: activates human HTR5A in OPRM1-OPRD1 agonist counter-screen; activation, % at 9.3 µM; HTR5A agonist assay, luminescence, cell-based; actives 0.61% (n = 340,000); P47898; AID 504692; in the data active = activation mostly above about 9.5%, no sharp cut-off; inactive = mostly below about 7.6%;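 also: 0% = cells with vehicle only and 100% = reference agonist; strong numbers were not always called active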
Target sequence (P47898 whole entry, looked up): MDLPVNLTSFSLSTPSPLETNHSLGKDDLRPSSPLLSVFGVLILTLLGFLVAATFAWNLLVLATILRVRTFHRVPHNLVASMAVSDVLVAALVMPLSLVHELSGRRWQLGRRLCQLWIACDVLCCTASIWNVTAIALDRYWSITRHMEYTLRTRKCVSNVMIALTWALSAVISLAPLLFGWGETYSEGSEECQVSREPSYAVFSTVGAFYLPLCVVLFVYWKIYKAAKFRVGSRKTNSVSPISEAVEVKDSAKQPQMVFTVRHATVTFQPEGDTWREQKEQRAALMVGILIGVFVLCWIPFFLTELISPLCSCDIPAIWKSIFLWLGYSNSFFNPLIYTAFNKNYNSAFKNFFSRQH
HTR5A inv ctr: HTR5A inverse agonism, opioid heterodimer counter-screen. inhibition, % at 9.3 µM. P47898. actives 0.083% (n = 340,000). HTR5A cell line, luminescence; in the data active = inhibition mostly above about 23%, no sharp cut-off; inactive = mostly below about 18%;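 also: 0% = cells with DMSO and 100% = no-cell wells with DMSO; some compounds called inactive have numbers as strong as hits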
CDK5 p35 inh: CDK5/p35 (human) kinase inhibition; Q00535+Q15078; Recombinant CDK5/p35, ADP-Glo luminescence, 60 min; inhibition, % at 10 µM; actives 0.01% (n = 330,000); AID 488839;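 active = highest replicate inhibition of at least 50% and at least 75% of replicates reaching 50%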;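 also: plate controls were DMSO neutral control for no effect and GW8510 at 10 µM for full effect; many of its hits are not listed in these tables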
Target sequence (Q00535 whole entry, looked up): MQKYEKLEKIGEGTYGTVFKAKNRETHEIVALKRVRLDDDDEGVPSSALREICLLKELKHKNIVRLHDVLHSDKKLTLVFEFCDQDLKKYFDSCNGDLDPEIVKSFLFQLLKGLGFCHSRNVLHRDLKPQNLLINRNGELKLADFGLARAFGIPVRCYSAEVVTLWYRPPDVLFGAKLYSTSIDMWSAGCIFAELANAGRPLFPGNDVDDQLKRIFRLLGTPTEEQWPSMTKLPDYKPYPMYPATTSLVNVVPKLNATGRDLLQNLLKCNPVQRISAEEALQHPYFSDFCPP
Target sequence (Q15078 whole entry, looked up): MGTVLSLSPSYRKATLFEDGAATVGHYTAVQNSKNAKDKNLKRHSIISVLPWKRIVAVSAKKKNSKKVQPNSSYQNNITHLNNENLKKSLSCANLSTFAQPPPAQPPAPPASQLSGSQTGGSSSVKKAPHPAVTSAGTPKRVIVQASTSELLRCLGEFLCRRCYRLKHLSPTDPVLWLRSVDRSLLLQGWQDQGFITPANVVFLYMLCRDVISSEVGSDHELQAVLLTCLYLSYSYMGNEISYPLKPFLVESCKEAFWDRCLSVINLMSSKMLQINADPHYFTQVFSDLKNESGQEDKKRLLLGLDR
phage Ecoli inh: E. coli growth loss with phage present; AID 651602; inhibition, % at 11.9 µM; growth absorbance; actives 0.26% (n = 360,000); in the data active = inhibition above about 11%
Mot1-301 SUMO: inhibitors of SUMOylation pathway: yeast Mot1-301 growth rescue; actives 1% (n = 320,000); S. cerevisiae Mot1-301 growth rescue, ATP luminescence, 38.5C; percent above DMSO median, 100 means doubled; growth rescue, % at 18.8 µM;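 active = every valid replicate shows activation above 250% relative to neutral control wells; inactive = the rest, any valid replicate at or below 250%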;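 also: OY570 slx delta 5 strain wells were the positive control but not used for scaling; some compounds called inactive have numbers as strong as hits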
* marks the source's active call; other numbers are inactive results; . = no result given.

Results follow in this order: PKA-R2B activ | CDK5 p35 inh | E coli growth | phage Ecoli inh | PKA-R1A activ | AddAB inh | Tat transport | HTR5A ag | Mot1-301 SUMO | DAGLB inhibitor | HTR5A inv ctr
> CN(CC(=O)Nc1ccc(Cl)cc1)C1=NS(=O)(=O)c2ccccc21
 : -9.2 | 0.6 | 1.9 | 1.2 | -0.8 | 0.9 | -4.8 | -7.7 | -21.9 | 1.2 | 28.1
> CC(=O)c1ccc(-c2nnc(CCC(=O)N(C)Cc3cnc4ccccn34)o2)s1
 : -3.3 | -2.1 | 0.7 | 1.4 | 4.9 | -0.4 | -1.0 | -4.0 | 166.4 | -1.0 | 11.3
> O=C(NCCc1ccccc1)c1n[nH]c(=O)c2ccccc12
 : 2.1 | 1.6 | -0.4 | 3.5 | -4.4 | 2.2 | 0.6 | 1.3 | -16.6 | -1.5 | -3.5
> CC(=O)c1sc(NC(=O)C2CC(=O)N(Cc3ccco3)C2)nc1-c1ccccc1 (stereo not drawn)
 : 0.6 | 0.1 | 1.2 | 1.5 | -0.4 | 1.4 | 20.7 | 1.9 | -19.9 | 0.8 | -1.6
> OCC[C@@H]1C[C@H](O)[C@@H](O)[C@]2(CCCc3ccccc3O2)O1
 : -6.5 | 0.8 | -0.7 | 1.4 | 10.5 | 3.1 | 4.0 | -1.7 | 0.2 | -3.2 | 4.2
> O=C(CSc1nnnn1-c1cccc(F)c1)NC1CCCCC1
 : -3.1 | -8.7 | -1.3 | 5.4 | -11.1 | 1.3 | 13.3 | 3.0 | 50.9 | -0.7 | 17.1
> CCCCCOc1ccc(Cl)cc1CN1CCOCC1
 : -0.2 | -0.4 | -1.3 | 1.9 | 5.4 | 2.5 | 11.8 | 0.8 | 137.4 | -6.6 | -2.2
> C=CCOc1ccccc1CN1CCCCCC1
 : 7.8 | 0.3 | . | 2.4 | 2.5 | . | 4.5 | 3.5 | 2.0 | -2.0 | -9.8
> Brc1ccc(-c2nc(-c3ccccc3)no2)o1
 : 1.2 | 1.4 | 0.0 | 1.2 | -0.7 | 0.3 | -2.1 | 1.2 | 15.1 | -12.7 | 1.5
> Clc1ccc2nc(N3CCNCC3)nc(-c3ccccc3)c2c1
 : -6.2 | 1.7 | 0.6 | 3.2 | -10.5 | 2.0 | 21.3 | 12.0 | -37.6 | -1.6 | -32.3
> CC[C@H](C)C(=O)O[C@H]1CCC=C2C=C[C@H](C)[C@H](CC[C@@H]3C[C@@H](O)CC(=O)O3)[C@H]21
 : -3.1 | -1.0 | -0.8 | 2.4 | -12.8 | -1.3 | -3.8 | -3.2 | -10.2 | 2.9 | 11.3
> COc1cccc(/C=N/n2c(-c3cc(C)[nH]n3)n[nH]c2=S)c1
 : 1.4 | 1.8 | -3.2 | -1.8 | -4.6 | -0.8 | 8.3 | -3.6 | -28.4 | 0.0 | 9.4
> CCCCN1C(=O)C2Cc3c([nH]c4ccccc34)CN2C1=S (stereo not drawn)
 : -14.3 | 0.4 | 0.0 | -0.3 | 0.9 | 1.6 | -5.9 | -0.8 | -10.1 | 0.0 | 2.3
> O=C(NNC(=O)c1cc([N+](=O)[O-])ccc1Cl)c1cccs1
 : 0.7 | -0.6 | -0.6 | 3.8 | -4.3 | 1.3 | 17.9 | 2.6 | 9.8 | -0.6 | -7.2
> Cc1cc(/C=C(\C#N)C(=O)NCc2ccco2)c(C)[nH]1
 : 7.2 | -1.1 | 1.3 | 1.5 | 12.1 | 5.6 | 1.1 | -1.0 | . | -2.0 | 3.7
> Cc1c(-c2ccc(Br)cc2)nc2ccccn12
 : 0.5 | 1.3 | 0.6 | 4.1 | 3.7 | 1.7 | 3.8 | 1.6 | -6.3 | 2.8 | 7.4
> CCCCc1nnc(NC(=O)C23CC4CC(CC(NC(C)=O)(C4)C2)C3)s1
 : -3.7 | -1.0 | -0.8 | 0.9 | -4.2 | 0.1 | -8.4 | -2.1 | -6.8 | 0.8 | 3.6
> CC1(C)Cc2cccc(Oc3ccc(S(=O)(=O)N4CCCCC4)cn3)c2O1
 : -6.0 | 0.2 | -0.2 | 1.7 | -12.1 | -0.3 | 1.4 | -3.2 | -4.5 | -2.8 | 9.0
> Cc1nc([N+](=O)[O-])cn1CC(O)c1ccc(Cl)cc1 (stereo not drawn)
 : . | 1.2 | 1.9 | 1.7 | . | 0.6 | -5.0 | . | -20.0 | . | .
> Cc1cccc(-n2c(CNC(=O)c3ccc(S(=O)(=O)N(C)C)cc3)nnc2SCC(=O)Nc2ccc(F)cc2)c1
 : -3.4 | -1.2 | -2.4 | 2.4 | 3.0 | 1.2 | 3.4 | -1.0 | 3.8 | -4.2 | 20.8
> CSc1ccccc1C(=O)N1CCN(c2ccc(F)cc2)CC1
 : 6.2 | 0.4 | -0.7 | 1.6 | 1.1 | -2.1 | 1.9 | -1.6 | 4.3 | 1.2 | 4.0
> CCCCCCOc1ccc(C(CC(=O)NC)C(=O)O)cc1 (stereo not drawn)
 : 2.4 | -1.1 | -0.7 | 3.3 | 2.5 | -0.9 | -3.9 | 3.3 | -6.7 | -4.7 | 32.7
> Cc1nn(C)c(Nc2ccc(Br)cc2)c1Br
 : -2.7 | 0.8 | -2.2 | 2.2 | -0.4 | -1.6 | -0.1 | -0.2 | -3.8 | -7.0 | 0.5
> CN(C(=O)C1CCCCC1)C1CCS(=O)(=O)C1 (stereo not drawn)
 : -4.8 | 0.8 | -0.5 | 2.4 | 5.9 | 1.0 | -1.6 | 0.6 | -8.6 | -1.5 | 8.1
> CCOc1cccc(/C=C/c2ccc3cccc(O)c3n2)c1O
 : -3.4 | 0.2 | 4.0 | 2.9 | -2.5 | -0.4 | 0.4 | -5.0 | -10.5 | 3.0 | 18.2
> CCC1=Nc2ccc(Br)cc2C(c2ccccc2)N1CC(=O)OC (stereo not drawn)
 : -0.6 | -2.3 | -1.9 | 0.3 | -4.9 | -0.6 | 1.7 | -3.3 | -17.1 | -0.3 | -15.7
> CCCN(C(=O)CSCC(=O)Nc1ccc(OC)cc1)c1c(N)n(Cc2ccccc2)c(=O)[nH]c1=O
 : -1.7 | -0.3 | -2.5 | 1.5 | -10.2 | 2.0 | -0.5 | -1.2 | -7.9 | 0.1 | 15.4
> C=CCN1C(=O)C(CC(=O)O)S/C1=N/N=C/c1ccc(N(CC)CC)cc1 (stereo not drawn)
 : -8.4 | -7.0 | -1.6 | 6.3 | -1.6 | -0.3 | -2.5 | -1.6 | -12.1 | 3.5 | 5.8
> CCCN1CCc2[nH]c(=S)[nH]c(=O)c2C1
 : -9.9 | -5.7 | 0.2 | 1.7 | 0.1 | 2.8 | 5.9 | -1.6 | 5.6 | -0.3 | 4.2
> CCOC(=O)c1ccc(OCCOc2ccccc2C)cc1
 : -10.1 | -1.5 | 0.6 | 1.7 | -0.1 | 1.9 | 11.9 | 0.5 | -13.1 | -18.3 | -6.9
> O=C(CC(SCCO)c1ccc([N+](=O)[O-])cc1)c1ccco1 (stereo not drawn)
 : -3.7 | -0.8 | 1.2 | -0.2 | -5.2 | -0.2 | -16.9 | 3.3 | -13.3 | 0.4 | -12.4
> NC(c1ccccc1)c1ccncc1 (stereo not drawn)
 : -10.1 | 1.8 | -0.4 | 0.9 | -0.4 | -0.7 | -6.6 | 3.6 | -7.5 | -1.4 | -12.2
> CCOC(=O)c1sc(NC(=S)NC(=O)CC(C)C)cc1C
 : -6.9 | 1.4 | 0.6 | 3.3 | -3.9 | 1.8 | -1.4 | -2.0 | 604.2 | -13.0 | -0.6
> OC(CN1CCCCC1)c1ccc2c3c(cccc13)CC2 (stereo not drawn)
 : -4.4 | 0.5 | . | 3.5 | -6.0 | . | 4.5 | -0.8 | . | -0.3 | 3.5
> COCC(=O)Nc1ccc2c(c1)OCO2
 : -10.8 | 0.7 | 0.9 | 3.6 | -13.8 | 0.3 | -6.9 | 1.2 | . | -2.4 | 7.4
> Cc1ccc(N2C(=O)N(CC(=O)Nc3ccc(C)cc3C)C(=O)C2C)cc1 (stereo not drawn)
 : -6.2 | 1.0 | 2.3 | 3.4 | -3.0 | 4.7 | 1.6 | 0.4 | -2.9 | 1.7 | 1.0
> CCC(C)NC(=O)c1cccc(OCc2c(C)noc2C)c1 (stereo not drawn)
 : -2.1 | 1.0 | -1.3 | 3.6 | -2.1 | 0.0 | -3.4 | 3.6 | -8.0 | 1.6 | 17.9
> CCN(c1cccc2ccccc12)S(=O)(=O)c1ccc(Cl)nc1
 : -27.0 | -1.9 | -0.8 | 4.7 | -10.8 | -0.7 | 0.2 | 4.6 | 10.4 | -3.4 | -13.2
> CCOc1ccc(N(C)S(=O)(=O)c2ccc(C)c(C(=O)NCc3cccs3)c2)cc1
 : 1.7 | -1.8 | 0.3 | 1.9 | -2.4 | 2.0 | 4.7 | -2.0 | -3.4 | -3.5 | 5.7
> CC(=O)C1=C(C)N(CC2CC2)C(=O)N[C@H]1c1cccs1
 : 5.3 | -0.5 | -1.1 | . | -5.6 | -1.6 | -7.1 | -2.1 | 11.7 | 4.3 | 5.5

A few values from the list:
Result for OC(CN1CCCCC1)c1ccc2c3c(cccc13)CC2 (stereo not drawn) in Tat transport: 4.5
Result for O=C(CC(SCCO)c1ccc([N+](=O)[O-])cc1)c1ccco1 (stereo not drawn) in Mot1-301 SUMO: -13.3

Next part:
Results follow in this order: PKA-R2B activ | CDK5 p35 inh | E coli growth | phage Ecoli inh | PKA-R1A activ | AddAB inh | Tat transport | HTR5A ag | Mot1-301 SUMO | DAGLB inhibitor | HTR5A inv ctr
> O=C(CNS(=O)(=O)/C=C/c1ccccc1)OCC(=O)N1CCC(Cc2ccccc2)CC1
 : -12.3 | 0.5 | -3.3 | 1.4 | -13.1 | 0.5 | 12.1 | -0.9 | -15.9 | 0.3 | -15.4
> CCOC(=O)CCn1cc(F)c(=O)n(Cc2ccccc2)c1=O
 : -10.7 | 0.1 | -2.2 | -1.0 | -7.1 | -0.7 | -1.7 | 7.4 | 69.4 | 2.1 | -20.2
> COc1ccc(/C=C/C(=O)NC(=S)NNC(=O)c2ccco2)cc1
 : -2.7 | -0.9 | -6.4 | -1.1 | 0.3 | -4.3 | -11.9 | -4.1 | -24.4 | 3.3 | 14.8
> O=C(Cc1ccc(F)cc1)N[C@@H]1c2ccccc2CC[C@H]1OCc1ccccc1
 : 2.4 | -1.4 | -2.0 | 3.7 | -5.9 | 0.1 | 2.2 | 4.1 | . | -6.5 | -14.7
> COc1ccc(Cn2nnnc2C(C(C)C)N(Cc2ccco2)Cc2cccs2)cc1 (stereo not drawn)
 : 7.9 | 1.4 | 0.8 | 0.2 | -13.6 | 0.8 | 0.7 | -3.1 | -4.8 | -9.4 | 8.5
> COCCN(C(=O)c1ccc(OC2CCN(S(=O)(=O)N(C)C)CC2)cc1)C(C)C
 : -1.1 | 0.0 | 2.0 | -1.4 | -8.4 | -0.2 | -5.9 | -0.3 | 10.7 | -1.1 | 1.2
> CC(C)C(=O)Nc1cccc(NC(=O)c2ccc(Cl)cc2Cl)c1
 : -2.0 | 1.4 | 3.8 | 4.6 | 2.3 | 6.6 | 6.6 | 2.3 | -13.3 | -2.1 | 39.1
